MPTP inh = permeability transition pore inhibition; 360,000 compounds, 1.4% hits; isolated mouse mitochondria, Ca2+ swelling absorbance, 30 min; inhibition, % at 10 µM;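 active = inhibition of 50% or more, scaled per plate between neutral and stimulator controls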;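 note: 0% = DMSO wells given calcium and 100% = 1 mM EGTA wells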
APJ agonist = APJ receptor agonism; AID 2520; P35414; CHO-K1 APJ PathHunter beta-arrestin, luminescence; 0% DMSO wells, 100% apelin; activation, % at 20 µM; 330,000 compounds, 0.11% hits;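 active = activation more than six SD over the plate average, tested at 20 µM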;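 note: 0% = DMSO alone and 100% = apelin-13 at 10 nM; some results filed as inactive read as strong as hits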
Target sequence (P35414 whole entry, looked up): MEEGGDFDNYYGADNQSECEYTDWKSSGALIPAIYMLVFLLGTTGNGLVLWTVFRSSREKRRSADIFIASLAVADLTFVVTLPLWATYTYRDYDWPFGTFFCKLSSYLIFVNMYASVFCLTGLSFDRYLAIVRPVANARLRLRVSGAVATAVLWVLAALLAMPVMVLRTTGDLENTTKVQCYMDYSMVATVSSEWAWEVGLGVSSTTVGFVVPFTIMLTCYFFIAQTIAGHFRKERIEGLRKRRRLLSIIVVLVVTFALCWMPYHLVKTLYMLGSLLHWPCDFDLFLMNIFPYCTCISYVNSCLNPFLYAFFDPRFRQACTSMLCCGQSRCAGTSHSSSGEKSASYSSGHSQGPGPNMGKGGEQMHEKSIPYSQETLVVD
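Assay system: engineered CHO-K1 APJ arrestin reporter cells; Amount: 1000 CHO-K1 reporter cells seeded per well; Dosing: one dose, 20 µM compound, 1% DMSO; Times: compound stimulation 90 min at 25 °C, detection 60 min; Measured by: luminescent beta-gal fragment complementation, chemiluminescent substrate; Read-out: APJ–arrestin association signal; Controls: DMSO vs Apelin-13 10 nM.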
APJ antag = APJ receptor antagonism. 330,000 compounds, 0.32% hits. CHO-K1 APJ beta-arrestin complementation, luminescence. P35414. inhibition, % at 20 µM. AID 2521;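 active = inhibition above about 40% at 20 µM, limit read from the data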;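 note: cells challenged with 10 nM apelin-13 agonist together with compound; plate controls were apelin-13 plus DMSO wells for no effect and DMSO wells lacking apelin-13 for full effect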
NALP3 yeast inh = blocks the NALP3 inflammasome reconstituted in yeast. Yeast reconstituted NLRP3/ASC/caspase-1, beta-gal luminescence, 24 h. inhibition, % at 10 µM. 330,000 compounds, 0.39% hits. AID 2825;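 active = inhibition of 50% or more; inactive = inhibition below 50%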;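 note: plate controls were induced DMSO wells for no effect and uninduced yeast grown without galactose for full effect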
NR3A LBD binder = modulates the human NR3A ligand-binding domain; Tm shift relative to glycine control, % at 25 µM; NR3A LBD differential scanning fluorimetry, Tm shift; 0% = protein alone, 100% = glycine-bound protein; 340,000 compounds, 2.5% hits;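 active = melting temperature shift of at least 10% of the positive control shift, at one fixed dose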
tim23-1 inh = tim23-1 yeast growth inhibition; inhibition, % at 20 µM; 330,000 compounds, 1.3% hits; S. cerevisiae tim23-1 growth, BacTiter-Glo luminescence, 24 h; AID 463212;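 active = growth inhibition of the mutant yeast at or above 50%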;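 note: temperature-sensitive mutant grown at 25 °C; plate controls were DMSO-treated mutant yeast for no effect and medium wells lacking yeast for full effect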
MIN6 prolif = inducers of beta-cell replication in MIN6 cells; 330,000 compounds, 0.29% hits; proliferation, % at 10 µM; MIN6 cells proliferation, ATPlite luminescence, 48 h; cells starved in 0.2% serum; 100% = growth in 10% serum;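 active = compounds whose signal lies at least 3.5 SD above the mean of all wells on their plate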;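 note: 0% = DMSO-treated cells in low-serum medium and 100% = 10% serum control; some compounds called inactive have numbers as strong as hits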
TIM10 inh = inhibits growth of TIM10 yeast strain; S. cerevisiae TIM10 strain growth, BacTiter-Glo luminescence, 24 h; inhibition, % at 10 µM; 330,000 compounds, 1.4% hits;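 active = inhibition of 40% or more at the single tested concentration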;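 note: wild-type TIM10 isogenic control strain grown at permissive 25 °C; 0% = DMSO yeast wells and 100% = minimal medium wells without yeast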
tim10-1 inh = growth inhibitors of tim10-1 mutant yeast; S. cerevisiae tim10-1 ts strain growth, BacTiter-Glo, 24 h; inhibition, % at 20 µM; 330,000 compounds, 2.2% hits;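 active = inhibition of at least 40%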;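 note: mutant grown at 25 °C; 0% = DMSO wells with yeast and 100% = wells holding no yeast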
* hit, by the source's call.

CCOC(=O)c1cccc(NC(=O)Cn2c(CC(=O)NC)nc3ccccc32)c1 was read as MPTP inh -0.6, APJ agonist -3, APJ antag 12, NALP3 yeast inh 3, NR3A LBD binder -1, tim23-1 inh 5, MIN6 prolif -1, TIM10 inh 7 and tim10-1 inh 23.
For Cn1cc(CN2CCCCC2CO)c(-c2ccc(Oc3ccccc3)cc2)n1 (stereo not given) the results were MPTP inh -1.1, APJ agonist -4, APJ antag 15, NALP3 yeast inh 7, NR3A LBD binder 0, tim23-1 inh 11, MIN6 prolif -4, TIM10 inh 15 and tim10-1 inh 21.
`O=C(/C=C/c1cccc(Br)c1)OCC(=O)N1CCN(c2ccccc2)CC1` gave MPTP inh -0.1, APJ agonist -3, APJ antag 3, NALP3 yeast inh -2, NR3A LBD binder 3, tim23-1 inh 30, MIN6 prolif -1, TIM10 inh 6 and tim10-1 inh 17.
Screening O=S(=O)(c1cccs1)N1CCN(C/C=C/c2ccccc2)CC1 returned MPTP inh -2.3, APJ agonist 0, APJ antag 0, NALP3 yeast inh 0, NR3A LBD binder 2, tim23-1 inh 19, MIN6 prolif -3, TIM10 inh 11 and tim10-1 inh 34.
`CC(C(=O)Nc1ccc(C(N)=O)cc1)N1C(=O)c2ccccc2S1(=O)=O` (stereo not given) gave MPTP inh -0.5, APJ agonist -5, APJ antag -5, NALP3 yeast inh 13, NR3A LBD binder 1, tim23-1 inh -1, MIN6 prolif -2, TIM10 inh 1 and tim10-1 inh 18.
For C=CCn1c(SCc2ccc(F)cc2)nnc1-c1sc2nc(C)cc(C)c2c1N the results were MPTP inh 4.3, APJ agonist 0, APJ antag -4, NALP3 yeast inh 8, NR3A LBD binder 1, tim23-1 inh -13, MIN6 prolif 1, TIM10 inh 1 and tim10-1 inh 5.
For CC[C@H](CO)Oc1cc(NCc2ccc(Cl)c(Cl)c2)c2ncn(C(C)C)c2c1 the results were MPTP inh -2.8, APJ agonist -2, APJ antag 4, NALP3 yeast inh 22, NR3A LBD binder -20, tim23-1 inh 23, MIN6 prolif -6, TIM10 inh -4 and tim10-1 inh 5.
Cc1nn(C(C)C(=O)NNC(=S)Nc2ccc(Cl)cc2)c(C)c1[N+](=O)[O-] (stereo not given) was read as MPTP inh 51*, APJ agonist -7, APJ antag 26, NALP3 yeast inh 14, NR3A LBD binder 0, tim23-1 inh 12, MIN6 prolif 0, TIM10 inh -6 and tim10-1 inh 2.
For COc1ccc(/C=C(\NC(=O)c2ccc(OC)c(OC)c2)C(=O)NCCc2c[nH]c3ccccc23)cc1 the results were MPTP inh -0.5, APJ agonist -1, APJ antag 8, NALP3 yeast inh 2, NR3A LBD binder 5, tim23-1 inh 8, MIN6 prolif 4, TIM10 inh 14 and tim10-1 inh 6.
Screening CCOc1ccc2cc(C#N)c(SCC(=O)NC(C)CC)nc2c1 (stereo not given) returned APJ agonist -1, APJ antag -2, NALP3 yeast inh 7, tim23-1 inh -3, MIN6 prolif 0, TIM10 inh 10 and tim10-1 inh 18.
Screening Cc1ccc(CNc2ccc(N3CCN(C)CC3=O)cc2)cc1 returned MPTP inh 0.0, APJ agonist -2, APJ antag -15, NALP3 yeast inh 18, NR3A LBD binder 2, tim23-1 inh -13, MIN6 prolif -3, TIM10 inh -6 and tim10-1 inh -5.
Screening CC(C)(C)c1cnnn1-c1ccc(NC(=O)c2ccc(Br)o2)cc1 returned MPTP inh 0.6, APJ agonist 6, APJ antag -6, NALP3 yeast inh 8, NR3A LBD binder 0, tim23-1 inh 37, MIN6 prolif -2, TIM10 inh 47* and tim10-1 inh 47*.
`CCNC(=S)N/N=C/c1ccc(OCc2ccc(C(=O)OC)cc2)cc1` gave MPTP inh 29, APJ agonist -3, APJ antag 4, NALP3 yeast inh 2, NR3A LBD binder 0, tim23-1 inh -8, MIN6 prolif 0, TIM10 inh -2 and tim10-1 inh 6.
For Cc1nc(SC2C=CS(=O)(=O)C2)n[nH]1 (stereo not given) the results were MPTP inh -4.8, APJ agonist -4, APJ antag 26, NALP3 yeast inh 17, NR3A LBD binder -12, tim23-1 inh 20, MIN6 prolif 3, TIM10 inh -11 and tim10-1 inh 12.
Fc1ccccc1CSc1nnc(-c2cnccn2)n1Cc1ccco1 was read as MPTP inh -1.0, APJ agonist -2, APJ antag 9, NALP3 yeast inh -133, NR3A LBD binder -3, tim23-1 inh 27, MIN6 prolif -1, TIM10 inh 28 and tim10-1 inh 22.
Screening O=C(OCc1cn(-c2ccc(Cl)cc2)nn1)c1ccccc1 returned MPTP inh 0.5, APJ agonist -3, APJ antag 8, NALP3 yeast inh 29, NR3A LBD binder 2, tim23-1 inh 2, MIN6 prolif 0, TIM10 inh -10 and tim10-1 inh 19.
`CC(C)c1ccc(Nc2c([N+](=O)[O-])c(=O)n(C)c3ccccc23)cc1` gave MPTP inh 9.5, APJ agonist 0, APJ antag 16, NALP3 yeast inh 30, NR3A LBD binder -3, tim23-1 inh 15, MIN6 prolif -1, TIM10 inh 7 and tim10-1 inh 51*.
`CC(CCc1ccccc1)NC(=O)CSc1cccc[n+]1[O-]` (stereo not given) gave MPTP inh -0.8, APJ agonist -3, APJ antag -10, NALP3 yeast inh 11, NR3A LBD binder -3, tim23-1 inh 16, MIN6 prolif -1, TIM10 inh -8 and tim10-1 inh 4.
CCC(C)[C@H](NC(=O)N1CCC(C)CC1)C(=O)OC (stereo not given in full) was read as MPTP inh 3.3, APJ agonist 3, APJ antag 2, NALP3 yeast inh 19, NR3A LBD binder -1, tim23-1 inh -1, MIN6 prolif -2, TIM10 inh -3 and tim10-1 inh -13.
Screening c1cc2c(cc1C1=NNC(=NC3CC3)SC1)OCCO2 returned MPTP inh 0.8, APJ agonist -2, APJ antag -1, NALP3 yeast inh 19, NR3A LBD binder 3, tim23-1 inh 10, MIN6 prolif -6, TIM10 inh 2 and tim10-1 inh 14.
COc1cccc(NC(=O)c2ccccc2OCc2c(C)noc2C)c1 was read as MPTP inh 1.6, APJ agonist -3, APJ antag 7, NALP3 yeast inh 26, NR3A LBD binder 0, tim23-1 inh 3, MIN6 prolif 0, TIM10 inh -2 and tim10-1 inh -3.
`CCCCCn1c(=O)[nH]c2cc(C(=O)N3CCN(Cc4ccc5c(c4)OCO5)CC3)ccc2c1=O` gave MPTP inh 17, APJ agonist 5, APJ antag -3, NALP3 yeast inh 9, NR3A LBD binder 3, tim23-1 inh -10, MIN6 prolif -5, TIM10 inh 14 and tim10-1 inh 2.
For CCCN1C(=O)c2ccccc2NC1c1ccc(OC)cc1O (stereo not given) the results were MPTP inh -2.3, APJ agonist -3, APJ antag 13, NALP3 yeast inh 11, NR3A LBD binder -2, tim23-1 inh 12, MIN6 prolif -1, TIM10 inh 13 and tim10-1 inh 10.
For O=c1[nH]c(/C=C/c2ccccc2Cl)nc2ccccc12 the results were MPTP inh -0.3, APJ agonist -3, APJ antag 10, NALP3 yeast inh 22, NR3A LBD binder -1, tim23-1 inh 15, MIN6 prolif -2, TIM10 inh 24 and tim10-1 inh 24.
`O=C(NCc1ccco1)c1ccc(Cl)s1` gave MPTP inh -0.1, APJ agonist -2, APJ antag -11, NALP3 yeast inh 16, NR3A LBD binder -1, tim23-1 inh 0, MIN6 prolif 0, TIM10 inh -4 and tim10-1 inh -14.
Screening Cc1cc(C(=O)N2CCN(Cc3ccccc3)CC2)on1 returned MPTP inh -2.6, APJ agonist -2, APJ antag 9, NALP3 yeast inh -1, NR3A LBD binder 0, tim23-1 inh 10, MIN6 prolif -3, TIM10 inh 6 and tim10-1 inh -14.
`COc1ccc([C@H]2CC(=O)C=C(c3ccc4c(c3)OCCO4)C2)cc1` gave MPTP inh -1.4, APJ agonist -3, APJ antag 7, NALP3 yeast inh 15, NR3A LBD binder -2, tim23-1 inh 27, MIN6 prolif -2, TIM10 inh 8 and tim10-1 inh 21.
For N#CC1=C2SCN(c3ccc(F)cc3)CN2C(=O)CC1c1cccc(F)c1 (stereo not given) the results were MPTP inh -2.8, APJ agonist -2, APJ antag 7, NALP3 yeast inh 18, NR3A LBD binder -27, tim23-1 inh 7, MIN6 prolif 2, TIM10 inh 5 and tim10-1 inh 14.
CN(c1ccccc1)S(=O)(=O)c1ccc(Cl)c(C(=O)OCC(=O)NC2CCS(=O)(=O)C2)c1 (stereo not given) was read as MPTP inh 0.1, APJ agonist -3, APJ antag 17, NALP3 yeast inh -3, NR3A LBD binder -2, tim23-1 inh 8, MIN6 prolif 0, TIM10 inh -10 and tim10-1 inh 11.
Screening Cn1c(SCC(=O)N/N=C/C=C\c2ccco2)nc2ccccc21 returned MPTP inh 9.7, APJ agonist -4, APJ antag 11, NALP3 yeast inh 15, NR3A LBD binder -2, tim23-1 inh 22, MIN6 prolif 0, TIM10 inh 11 and tim10-1 inh 25.

Three compounds from above, sorted by length of the SMILES, descending.
`COc1ccc([C@H]2CC(=O)C=C(c3ccc4c(c3)OCCO4)C2)cc1` gave MPTP inh -1.4, APJ agonist -3, APJ antag 7, NALP3 yeast inh 15, NR3A LBD binder -2, tim23-1 inh 27, MIN6 prolif -2, TIM10 inh 8 and tim10-1 inh 21.
For N#CC1=C2SCN(c3ccc(F)cc3)CN2C(=O)CC1c1cccc(F)c1 (stereo not given) the results were MPTP inh -2.8, APJ agonist -2, APJ antag 7, NALP3 yeast inh 18, NR3A LBD binder -27, tim23-1 inh 7, MIN6 prolif 2, TIM10 inh 5 and tim10-1 inh 14.
Screening Cc1cc(C(=O)N2CCN(Cc3ccccc3)CC2)on1 returned MPTP inh -2.6, APJ agonist -2, APJ antag 9, NALP3 yeast inh -1, NR3A LBD binder 0, tim23-1 inh 10, MIN6 prolif -3, TIM10 inh 6 and tim10-1 inh -14.

Next part:
`Nn1c(SCc2ccccc2F)nnc1-c1ccccn1` gave MPTP inh 1.3, APJ agonist -1, APJ antag 5, NALP3 yeast inh -6, NR3A LBD binder -2, tim23-1 inh 11, MIN6 prolif 0, TIM10 inh 3 and tim10-1 inh 1.
OC1(C#CCCN2CCCCC2)c2ccccc2-c2ccccc21 was read as MPTP inh 2.0, APJ agonist -2, APJ antag 9, NALP3 yeast inh -7, NR3A LBD binder -1, tim23-1 inh 5, MIN6 prolif 0, TIM10 inh 1 and tim10-1 inh 8.
For O=C(NC(=O)c1ccccc1F)Nc1nc(-c2cccs2)cc(C(F)(F)F)n1 the results were MPTP inh 0.4, APJ agonist -1, APJ antag 2, NALP3 yeast inh 31, NR3A LBD binder -15, tim23-1 inh 30, MIN6 prolif 2, TIM10 inh 0 and tim10-1 inh 9.
For O=c1c(-c2ccnn2-c2cccc(Cl)c2)cnc2n1CCS2 the results were MPTP inh 1.3, APJ agonist 2, APJ antag -22, NALP3 yeast inh 14, NR3A LBD binder -2, tim23-1 inh 5, MIN6 prolif 0, TIM10 inh -12 and tim10-1 inh 8.
Cc1cccc(-c2nc(Nc3cccc(O)c3)c3ccccc3n2)c1 was read as MPTP inh 3.7, APJ agonist 0, APJ antag -24, NALP3 yeast inh 38, NR3A LBD binder 32*, tim23-1 inh 78*, MIN6 prolif -7, TIM10 inh 53* and tim10-1 inh 6.
`Cn1c(=O)n(C)c2cc(NC(=O)CCc3ccccc3)c(Br)cc21` gave MPTP inh 0.6, APJ agonist 1, APJ antag -20, NALP3 yeast inh 13, NR3A LBD binder -2, tim23-1 inh 11, MIN6 prolif -2, TIM10 inh 0 and tim10-1 inh -5.
COCC(=O)Nc1nnc(SCC(=O)N2CCCCC2)s1 was read as MPTP inh -0.9, APJ agonist -2, APJ antag 8, NALP3 yeast inh 5, NR3A LBD binder 0, tim23-1 inh -5, MIN6 prolif -1, TIM10 inh 13 and tim10-1 inh -27.

The order is random; overall some 7.2% were active at least once.
